# Pf growth 96h: Primary qHTS for delayed death inhibitors of the malarial parasite plastid, 96 hour incubation; P. falciparum luciferase reporter growth, 96 h; Potency, µM (top dose mostly 28.7 µM), for the others: at the top dose activity change, negative = inhibition, usual class: inhibitors; 320,000 tested, 6.9% active; AID 504834, 2011
#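 Erythrocytes infected with luciferase-expressing P. falciparum were dispensed at 2% hematocrit and 0.05% parasitemia (final), then incubated with compounds 96 hours at 37 C in 5% CO2. Luminescence after detection reagent addition reported growth.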
# Sm TGR inh: qHTS Assay for the Inhibitors of Schistosoma Mansoni Peroxiredoxins | Schistosoma mansoni thioredoxin glutathione reductase (TGR), Q962Y6 | purified TGR, DTNB reduction, TNB absorbance 405 nm | Potency, µM (series often up to 114 µM), inactives show at the top dose activity change, negative = inhibition, hits mostly inhibitors | 360,000 tested, 3% active | AID 485364, 2010; also: nearly all actives have a fitted effect of over 60% in size
#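 First, TGR (20 nM dispensed) and NADPH were mixed with compound. Second, a 15 min room-temperature incubation followed. Third, further NADPH and then DTNB were added to start the reaction. Finally, TNB absorbance was monitored kinetically.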
# TbPYK inhibitor: qHTS of Trypanosoma Brucei Inhibitors; pyruvate kinase (Trypanosoma brucei), Q57TT1; TbPYK enzyme, Kinase-Glo Plus ATP luminescence, 45 min; Potency, µM (doses to about 76.8 µM), for inactives: at the highest dose activity, negative = inhibition, usual class: inhibitors; 410,000 tested, 0.12% active; AID 624173, 2012; also: nearly all actives have a fitted effect of over 50% in size
#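 Luminescence from Kinase-Glo Plus, added after a 45-minute room-temperature reaction, served as the end-point read-out. The enzyme and substrate were preincubated with compound before ADP (130 uM final) initiated turnover. Concentration-effect curves came from normalized qHTS data.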
# Pf growth 48h: Primary qHTS for delayed death inhibitors of the malarial parasite plastid, 48 hour incubation; P. falciparum luciferase growth in erythrocytes, 48 h; Potency, µM (doses to about 28.7 µM), for the others: at the highest dose activity change, negative = inhibition, usual class: inhibitors; 310,000 tested, 5.9% active; AID 504832, 2011
#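 A one-generation exposure of luciferase-tagged malaria parasites in RPMI 1640/Albumax erythrocyte culture, 37 C and 5% CO2. Inhibition is inferred from decreased luminescence after adding detection reagent.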
# LmPK inh: qHTS Assay for Inhibitors of Leishmania Mexicana Pyruvate Kinase (LmPK); 290,000 tested, 0.37% active; AID 1721, 2009; Q27686; purified LmPK, Kinase-Glo ATP luminescence, 1 h; Potency, µM (top dose mostly 57.5 µM), inactives show at the highest dose activity change, negative = inhibition, actives largely listed as inhibitors
# Target sequence (Q27686 whole entry, looked up): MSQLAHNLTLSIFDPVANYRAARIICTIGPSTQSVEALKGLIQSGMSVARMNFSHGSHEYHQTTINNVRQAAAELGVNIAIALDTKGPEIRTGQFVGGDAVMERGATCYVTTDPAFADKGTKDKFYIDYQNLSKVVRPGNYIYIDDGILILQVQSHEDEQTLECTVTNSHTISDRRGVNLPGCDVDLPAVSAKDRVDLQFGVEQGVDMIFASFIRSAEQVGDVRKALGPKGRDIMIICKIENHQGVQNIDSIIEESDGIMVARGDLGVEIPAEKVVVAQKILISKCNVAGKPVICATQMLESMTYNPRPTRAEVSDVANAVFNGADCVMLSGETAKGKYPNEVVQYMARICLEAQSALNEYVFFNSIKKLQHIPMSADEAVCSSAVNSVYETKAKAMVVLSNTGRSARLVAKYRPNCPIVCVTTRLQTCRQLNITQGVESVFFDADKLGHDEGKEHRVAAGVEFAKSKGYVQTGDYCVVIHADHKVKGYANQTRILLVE
#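 ATP generated from ADP (0.1 mM) and PEP (0.5 mM) by 0.1 nM LmPK over 1 h at room temperature (pH 7.2 imidazole buffer) was detected by coupled luciferase luminescence. Values were normalized to uninhibited and no-enzyme wells.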
# HCV inhibitor: qHTS Assay for Inhibitors of Hepatitis C Virus (HCV). Huh7.5.1 HCVcc-Cre infection, luciferase reporter, 44 h. Potency, µM (series often up to 41.8 µM), for the others: at the highest dose activity change, negative = inhibition, hits mostly inhibitors. 340,000 tested, 3.4% active
#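 Cells (1,000/well) were plated 4 h before compound, then infected with HCVcc-Cre virus (~0.5 moi). After 44 h further culture, infection was read as luciferase luminescence following a 15 min substrate incubation at room temperature.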
# Starred values were filed as active, the others as inactive; i = inactive; u = inconclusive; x = not tested or not shown; & = joins results of further samples; [ ] = dose if it differs, or a comment. Calls follow the shape of the dose curve; as a rule, active = well fitted curve in the direction sought with a large enough effect; inconclusive = small, poorly fitted or top-dose-only effect, or another doubt; inactive = no such curve, though single readings can be large; an effect the other way counts as inactive or inconclusive. % is scaled to controls: 0 for no effect and ±100 for the full control effect; potency is read from the fitted curve at half-maximal effect. Compounds as they come (roughly 16% active in at least one column).
SMILES,Pf growth 96h,Sm TGR inh,TbPYK inhibitor,Pf growth 48h,LmPK inh,HCV inhibitor
COc1ccc(C(=O)N2CCSCC2)cc1OC1CCN(C(C)=O)CC1,8%,2%,-3%,15%,-4%,10%
N/C(=N\OC(=O)c1ccc(Br)cc1)c1ccccc1,i,10%,-19%,-58%,u,u
Cc1cc(=O)[nH]c(SCc2nc3ccc([N+](=O)[O-])cc3[nH]2)n1,u,-8%,-1%,23%,-8%,-1%
Cc1ccc2c(ccn3cc4c(c(=O)n(C)c(=O)n4C)c23)c1,-2%,-1%[57.1 µM],3%,18%,0%,-26%
CCOP(=O)(c1ccccc1)C1(C#N)CC1 (configuration not stated),0%,0%,-6%,-23%,-2%,14%
CN(C)c1ccc(/C=C(\C#N)C(=O)Nc2nc3c(s2)CCN(Cc2ccccc2)C3)cc1,-14%,-8%,-2%,x,4%,-1%
Oc1ccc(Cl)cc1-c1cc(-c2ccco2)[nH]n1,u,45µM*,-16%,u,5%,-30%
CC(=O)C(Sc1nn(C)c(=S)s1)C(=O)Nc1ccccc1 (configuration not stated),u,25µM*,32µM*,120%[activator],14%,15%
Cc1ccc(C(CNC(=O)c2ccco2)N2CCN(C)CC2)cc1 (configuration not stated),13%,-10%,3%,25%,x,-14%
CCOc1ccccc1NC(=O)C1CCCN(S(=O)(=O)c2ccc(OC)c(C)c2)C1 (configuration not stated),x,4%,-4%,10µM*,-1%,u
Cc1ccc(NC(=O)CSc2nnc3ccccn23)cc1,3%,60%[activator],2%,60%[activator],0%,9%
NC(=O)C1CCN(C(=O)c2ccc(C(F)(F)F)cc2)CC1,-8%,2%,-7%,7%,-1%,12%
O=C(O)/C=C/C(=O)NC1CCCCC1,-3%,-1%,6%,10%,1%,25%
Cc1ccccc1NC(=O)NC1(C(=O)N2CCN(C)CC2)CCCCC1,39%[activator],-7%,4%,1%,1%,5%
COc1ccccc1NC(=O)CSc1nnc(-c2ccncc2)n1CC1CCCO1 (configuration not stated),u,0%,-10%,8%,1%,13%&6%
Cc1ccc(N2CCN(/N=C/c3ccncc3)CC2)cc1,25%,5%,-5%,-10%[5.75 µM],3%,u
CCOc1ccc(CNC(=O)c2ccco2)cc1,31%[activator],2%,3%,46%[activator],-2%,u
O=C(c1ccc2c(c1)OCO2)N1CCCN(C(=O)c2ccc3c(c2)OCO3)CC1,u,3%,-2%,10%,1%,9%
NNC(=O)Cn1nc(-c2ccccc2)c2ccccc2c1=O,-7%,-34%,8%,-11%,-6%,1%
CCOC(=O)C1(CC2CCCCO2)CCN(Cc2cc3ccccc3[nH]2)CC1 (configuration not stated),u,16%,4%,31%[activator],8%,u
Brc1cccc(/C=N\n2cnnc2)c1,19%,1%,1%,9%,-5%,11%
COC(=O)Sc1nnc(-c2ccc(Br)cc2)o1,x,45µM*,x,2%,-12%,x
Cc1ccc(C)c(N(C(=O)c2ccco2)C(C(=O)NC2CCCC2)c2ccco2)c1 (configuration not stated),-8%,-12%,-2%,u,8%,18%
Cc1ccc(S(=O)(=O)N2CCC(C(=O)NC3CC(C)(C)NC(C)(C)C3)CC2)cc1C,-6%,-19%,10%,-28%,-6%,19%
CCC(C)N1CCN(C(=O)c2cc(OC)cc(OC)c2)CC1 (configuration not stated),1%,-33%,-8%,6%,-2%,4%

# Carrying on:
SMILES,Pf growth 96h,Sm TGR inh,TbPYK inhibitor,Pf growth 48h,LmPK inh,HCV inhibitor
NC(=O)Cn1cnc2nc3n(c2c1=O)CCC3,59%[activator],x,-1%,15%,-1%,11%
O=S(=O)(c1ccc2c(c1)CCCC2)N1CCNCC1,8%,-16%,0%,-8%,x,15%
O=C1c2ccccc2C(=O)c2c(Nc3ccc(CCO)cc3)ccc(O)c21,u,-20%,-14%,u,u,u
CCOCc1cc(CN2CCC(n3nccc3NC(=O)C3CC3)CC2)ccc1OC,u,-6%,-2%,-4%,1%,-10%
CC(C)CC(=O)N/N=C/c1c(N)n(C)c(=O)n(C)c1=O,41%[activator],-1%,1%,33%[activator],3%,-19%
S=C(Nc1ccccc1Oc1ccccc1)NC1CCCC1,u,2%,1%,-20%,0%,-30%
O=C(NNc1ccc(C2CCCCC2)cc1)C(O)(c1ccccc1)c1cccs1 (configuration not stated),74%[activator],-17%,-4%,u,3%,u
O=C(CCCCCN1C(=O)c2ccccc2C1=O)Nc1ccccc1,-7%,3%,-1%,x,-5%,0%
COc1cccc(N(CC(=O)NCc2ccccc2)C(=O)CCC(=O)Nc2nccs2)c1,-3%,-2%,0%,u,-3%,-4%
O=C(Cc1ccc(Cl)cc1)Nc1nc2ccccc2[nH]1,x,-2%,1%,15%,5%,4%
COc1cccc(C(=O)CSc2nnc(-c3cccs3)o2)c1,14%,-24%,0%,-5%,3%,13%
CN(C)CC(=O)Nc1ccc(S(N)(=O)=O)cc1,u,0%,-4%,x,0%,14%
Cn1cc(Cl)c(-c2n[nH]c(=S)n2-c2ccccc2)n1,-20%,-3%,u,5%,-1%,17%
Cc1nnc(NC(=O)CSc2nc3ccccc3o2)s1,u,0%,-3%,23%,2%,-2%
O=C(CNC(=O)c1ccco1)Nc1cccc(Cl)c1,35%[activator],-6%,2%,25%,-2%,12%
Cc1nnsc1Sc1ccccc1C(=O)O,33%[5.75 µM],-10%,1%,-39%[5.75 µM],-4%,8%
O=C1NC(=O)/C(=C\c2ccc(O)cc2O)S1,63%[5.75 µM],-14%,u,10%,-6%,-3%
CCCCn1c(=O)c(F)cn(Cc2ccc(OC)c([N+](=O)[O-])c2)c1=O,23%,3%,3%,13%,0%,2%
CCn1c(CCC(N)=O)nnc1SCC(=O)c1cc(C)n(C2CC2)c1C,-10%,-34%,0%,-13%,x,-14%
CC1CCCCC1NC(=O)Cn1[nH]c(=O)c2ccccc2c1=O (configuration not stated),u,-5%,-3%,4%,0%,16%
COc1ccc(Oc2nc(-c3cccnc3)nc3ccccc23)cc1,u,-5%,6%,u,6%,u
O=Cc1cnc(N2CCCCC2)s1,7%,-4%,0%,2%,2%,7%
COc1cc(-c2nnc(SCc3c(F)cccc3Cl)o2)cc(OC)c1OC,x,7%,10%,u,4%,35µM*
COC(=O)c1c(NC(=O)c2ccc(Br)s2)sc2c1CCC2,-22%,-11%,1%,13%,1%,u
Cc1cccc(C)c1NC(=O)c1cn(-c2ccccc2)nc1-c1ccccc1,-42%,2%,-1%,-23%,0%,u

# The final 4 entries of the part above lead into the next:
SMILES,Pf growth 96h,Sm TGR inh,TbPYK inhibitor,Pf growth 48h,LmPK inh,HCV inhibitor
O=Cc1cnc(N2CCCCC2)s1,7%,-4%,0%,2%,2%,7%
COc1cc(-c2nnc(SCc3c(F)cccc3Cl)o2)cc(OC)c1OC,x,7%,10%,u,4%,35µM*
COC(=O)c1c(NC(=O)c2ccc(Br)s2)sc2c1CCC2,-22%,-11%,1%,13%,1%,u
Cc1cccc(C)c1NC(=O)c1cn(-c2ccccc2)nc1-c1ccccc1,-42%,2%,-1%,-23%,0%,u
CCCn1c(/C=N/Nc2nc3ccccc3[nH]2)nc2ccccc21,4.1µM*,-1%,-16%,1.9µM*,1%,u
CCCn1c(=N)n(CC(=O)c2cccs2)c2ccccc21,27%,0%,1%,-5%,-1%,-13%
Cc1ccc(N(CC(=O)NC2CCCC2)C(=O)CCCC(=O)Nc2ccccn2)cc1C,u,-1%,-10%,-13%,7%,-2%
COc1ccc(S(=O)(=O)Nc2nc3ccccc3s2)cc1OC,x,4%,-11%,37%[activator],-4%,5%
COc1cccc(NC(=O)CN(C)C(=O)c2cn(-c3ccccc3)nc2-c2cccnc2)c1,u,4%,4%,12µM*,x,-3%
COC(=O)c1c(O)ccc(Oc2ccccc2)c1C(=O)OC,19%,-20%,4%,8%,-1%,12%
O=C1CC(N2CCN(CCc3ccccn3)CC2)C(=O)N1c1ccc(Cl)cc1 (configuration not stated),1%,-31%,-1%,-5%,0%,u
COc1ccc(OC)c(S(=O)(=O)N2CCCCC2C(=O)O)c1 (configuration not stated),3%,7%,2%,x,4%,15%
CNC(=S)N(Cc1ccc(OC)cc1)Cc1cc2ccc(C)cc2[nH]c1=O,u,-17%,1%,-22%,9%,u
COc1cccc(CC2(CO)CCN(Cc3cnc(N4CCOCC4)s3)CC2)c1,37%[activator],21%,7%,-26%,3%,u
CC1=C(C(=O)OCc2ccccc2)C(c2ccco2)n2ncnc2N1 (configuration not stated),-21%,2%,1%,-10%,-1%,u
Cc1ccccc1S(=O)(=O)Cc1ccc(C(=O)NCCc2ccccc2)o1,u,-9%&2%,-3%&3%,5%,1%,-14%
COc1cccc(C(=O)NNC2=C(C(=O)C(F)(F)F)CCC2)c1,48%[activator],4%,-2%,49%[activator],-4%,u
COc1cccc(C(=O)Nc2nc3c(c(=O)[nH]2)CCCC3)c1,-1%,-3%,-6%,x,-11%,-8%
O=C(c1ccccc1)N1CCN(C2C3CC4CC(C3)CC2C4)CC1 (configuration not stated),u,6%,0%,x,2%,19%
CCCCN1c2ccccc2N(CCCO)c2cc(C)nnc21,u,6%,7%,u,-3%,-8%
S=C(NCc1ccco1)Nc1ccc(Oc2ccccc2)cc1,6%,12%,-16%,-5%,-2%,-21%
N#CC1=C(N)c2ccccc2CC12CCCCC2,x,3%,4%,-13%,1%,-16%
CC1CCCN(c2ncnc3c2cnn3-c2ccc(Cl)cc2)C1 (configuration not stated),0%,12%,-11%,-5%,-5%,-2%
Cc1ccc(S(=O)(=O)c2c(COC(=O)c3ccc(Cl)cc3)c(-c3ccccc3)nn2C)cc1,u,0%,0%,x,7%,0%
CC1=NCCN1S(=O)(=O)c1c(C(C)C)cc(C(C)C)cc1C(C)C,385%[activator],5%,-1%,u,-7%,-5%
O=[N+]([O-])c1nn(-c2ccccc2)[n+]([O-])c1N1CCN(c2ccccc2F)CC1,u,0%,0%,-3%,-2%,-9%
O=C1CC(Cc2ccccc2)C(=O)N1c1ccc(Cl)cn1 (configuration not stated),16%,0%,5%,17%,-1%,8%
O=C(NC1CCCC1)C1CCC(=O)N1C1CCCC1 (configuration not stated),-25%,4%,6%,3%,-3%,7%

# Quoted at random: seven entries already listed.
SMILES,Pf growth 96h,Sm TGR inh,TbPYK inhibitor,Pf growth 48h,LmPK inh,HCV inhibitor
CNC(=S)N(Cc1ccc(OC)cc1)Cc1cc2ccc(C)cc2[nH]c1=O,u,-17%,1%,-22%,9%,u
CCCn1c(=N)n(CC(=O)c2cccs2)c2ccccc21,27%,0%,1%,-5%,-1%,-13%
COc1cccc(C(=O)Nc2nc3c(c(=O)[nH]2)CCCC3)c1,-1%,-3%,-6%,x,-11%,-8%
CC1=NCCN1S(=O)(=O)c1c(C(C)C)cc(C(C)C)cc1C(C)C,385%[activator],5%,-1%,u,-7%,-5%
O=C1CC(N2CCN(CCc3ccccn3)CC2)C(=O)N1c1ccc(Cl)cc1 (configuration not stated),1%,-31%,-1%,-5%,0%,u
O=C(c1ccccc1)N1CCN(C2C3CC4CC(C3)CC2C4)CC1 (configuration not stated),u,6%,0%,x,2%,19%
O=C(NC1CCCC1)C1CCC(=O)N1C1CCCC1 (configuration not stated),-25%,4%,6%,3%,-3%,7%

# High-throughput results as filed in PubChem.
